Wnt act: Wnt/beta-catenin pathway activators, primary screen, cell-based, plate reader, single point | activation, % at 9.35 µM | 300,000 compounds, 1.2% hits | Wnt/beta-catenin reporter cell assay, activator; in the data active = activation above about 30%, passing the limit was not always enough;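 also: 0% = neutral control wells and 100% = positive control wells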
RTF Ca sens inh: cardiac RTF calcium sensitivity inhibitors, primary screen, biochemical, IANBD-TnC fluorescence, EC70 calcium; Troponin I, cardiac muscle (Homo sapiens) + Troponin T, cardiac muscle (Homo sapiens) + …; 340,000 compounds, 0.12% hits; inhibition, % at 7.15 µM; IANBD-labeled cardiac RTF, Ca2+ fluorescence;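 active = inhibition above the mean inhibition of all tested compounds plus 3 SD, cut at about 17% in these data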;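 also: assay run at fixed EC70 calcium of 1.6 mM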
V-ATPase pH: regulators of yeast V-ATPase proton pumping, primary screen, pHLuorin cytosolic pH fluorescence | response, % at 10 µM | S. cerevisiae | 350,000 compounds, 0.37% hits; in the data active = response mostly above about 7.3%, no sharp cut-off; inactive = mostly below about 5.4%; also: actives read high; inactives centre near 0; some compounds called inactive have numbers as strong as hits; reference of the scale not given here
Pemphigus Ab inh: inhibitors of pemphigus antibody binding to DSG3, primary screen, biochemical, bead-based, flow cytometry, scFv-GFP; DSG3-coupled beads, scFv-anti-DSG3-GFP binding; hits give low values; 310,000 compounds, 0.48% hits; binding (percent of control), % at 10 µM; Desmoglein-3 (Homo sapiens), P32926; AID 588358, 2011;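 active = binding more than 3 SD below its plate's average and above zero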;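 also: hits lower antibody fragment binding to DSG3; some compounds called inactive have numbers as strong as hits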
RTF Ca sens act: cardiac RTF calcium sensitivity activators, primary screen, biochemical, IANBD-TnC fluorescence, EC20 calcium. Troponin I, cardiac muscle (Homo sapiens) + Troponin T, cardiac muscle (Homo sapiens) + …. IANBD-labeled TnC RTF fluorescence at EC20 calcium; 0% EC20 calcium, 100% full calcium. activation, % at 7.2 µM. 340,000 compounds, 0.24% hits. AID 493008, 2010;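 active = activation above the mean over all tested compounds plus 3 SD, cut at about 30% in these data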;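 also: rise in fluorescence read as greater calcium sensitivity of cardiac thin filaments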
MOR-DOR inv ag: inverse agonists of MOR-DOR heterodimerization, primary screen, cell-based, luminescence; Mu-type opioid receptor (Homo sapiens) + Delta-type opioid receptor (Homo sapiens), …; cell-based MOR-DOR heterodimer luminescence, inverse agonism; inhibition, % at 9.3 µM; 340,000 compounds, 0.21% hits; in the data active = inhibition above about 22%, passing the limit was not always enough;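 also: 0% = cells with DMSO and 100% = wells without cells with DMSO; values of inactives mirror those of a sister screen read the other way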
LANA DNA inh: inhibitors of KSHV C-LANA binding to DNA, primary screen, biochemical, fluorescence polarization, FAM-LBS DNA, MBP-C-LANA, single point. Kaposi's sarcoma herpesvirus LANA C-terminal domain (residues 932-1162) DNA binding. inhibition, % at 9 µM. 340,000 compounds, 0.078% hits. AID 504423, 2011;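 active = highest replicate inhibition at or above 60% at 9 µM, even if other replicates fall short; inactive = all replicates below 60% inhibition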;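 also: 0% = neutral control wells and 100% = 4 µM acridine orange control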
Keap1-Nrf2 PPI: Keap1-Nrf2 protein-protein interaction inhibitors, primary screen, biochemical, fluorescence polarization, single point; Kelch-like ECH-associated protein 1 (Homo sapiens), Q14145; Keap1 Kelch-Nrf2 peptide fluorescence polarization, 1536-well; inhibition, % at 9.4 µM; 340,000 compounds, 0.15% hits; in the data active = inhibition above about 12%;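 also: human Keap1 Kelch domain with fluorescein labeled Nrf2 9mer peptide probe; 0% = neutral control wells and 100% = peptide positive control; higher means more block of Keap1 binding to Nrf2 peptide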
Target sequence (Q14145 whole entry, looked up, the tested form may be a part): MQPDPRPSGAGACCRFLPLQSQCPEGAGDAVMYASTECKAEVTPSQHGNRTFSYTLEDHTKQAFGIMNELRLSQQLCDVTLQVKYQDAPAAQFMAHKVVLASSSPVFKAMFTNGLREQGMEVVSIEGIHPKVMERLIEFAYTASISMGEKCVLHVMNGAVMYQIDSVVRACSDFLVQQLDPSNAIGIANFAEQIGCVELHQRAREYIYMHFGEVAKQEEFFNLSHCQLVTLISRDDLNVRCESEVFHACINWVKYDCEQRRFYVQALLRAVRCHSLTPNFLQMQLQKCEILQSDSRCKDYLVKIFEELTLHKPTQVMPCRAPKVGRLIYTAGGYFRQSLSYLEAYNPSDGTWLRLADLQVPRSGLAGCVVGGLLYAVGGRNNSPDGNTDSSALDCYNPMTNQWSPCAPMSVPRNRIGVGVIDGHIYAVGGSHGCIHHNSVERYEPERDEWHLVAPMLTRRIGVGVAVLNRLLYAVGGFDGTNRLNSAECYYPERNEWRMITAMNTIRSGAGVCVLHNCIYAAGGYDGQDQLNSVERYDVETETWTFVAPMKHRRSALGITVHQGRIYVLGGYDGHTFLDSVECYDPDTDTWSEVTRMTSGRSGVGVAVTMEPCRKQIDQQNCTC
OPRM1-OPRD1 ag: agonists of OPRM1-OPRD1 heterodimerization, primary screen, cell-based, luminescence; 340,000 compounds, 0.3% hits; AID 504326, 2011; activation, % at 9.3 µM; cells; in the data active = activation above about 18%;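 also: 0% = vehicle-treated cells and 100% = reference agonist; values of inactives mirror those of a sister screen read the other way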
Arrestin-AP2 inh: inhibitors of beta-arrestin/AP2 binding, primary screen, biochemical, GPCR trafficking, flow cytometry; FITC-arrestin peptide / GST-AP2 beads; AP2 beta2 appendage carries R879A mutation; inhibition, % at 10 µM; 340,000 compounds, 0.31% hits;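 active = inhibition above a set limit, near 3 SD of compounds lacking own fluorescence, cut at about 54% in these data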;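 also: plate controls were DMSO wells for no effect and 5 µM unlabelled arrestin peptide for full effect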
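Measured by: flow cytometry, FL1 (488/535 nm); Material: AP2 appendage R879A on GSH beads; Evaluation: percent response; Timing: pre-incubation 12 min, peptide binding 1 h, room temperature; Also added: 50 nM FITC-arrestin peptide; Medium: PBS with 0.05% Tween 20 and 0.1% BSA.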
Starred values were filed as active, the others as inactive; · = not tested or not shown. The order is random; overall some 3.1% were active at least once.

Values run as follows: Wnt act | RTF Ca sens inh | V-ATPase pH | Pemphigus Ab inh | RTF Ca sens act | MOR-DOR inv ag | LANA DNA inh | Keap1-Nrf2 PPI | OPRM1-OPRD1 ag | Arrestin-AP2 inh
Fc1ccc(-n2nnnc2-c2cnc(-c3cccs3)nc2C(F)(F)F)cc1
→ · | -5 | 1 | · | 0 | -85 | 1.5 | 1 | 14 | 6
Cc1ccc(CNc2nc(-c3cccnc3)nc3ccccc23)cc1
→ 1 | -12 | -3 | 110 | 5 | -8 | 1.6 | -8 | 1.5 | 4
O=[N+]([O-])/C=C1/CCCCCN1
→ -2 | -5 | -1 | 93 | 11 | -1 | 1.3 | -1 | 0.2 | 28
O=C(Cc1cccs1)Nc1ccc(NC(=O)c2ccco2)cc1
→ 23 | -4 | 3 | -21* | 2 | 4 | 0.4 | -2 | -0.8 | -9
CCCCN(C(=O)c1cc2c(s1)CCC2)c1c(N)n(CCC)c(=O)[nH]c1=O
→ -3 | -8 | 4 | 97 | -14 | 4 | -0.6 | -1 | -0.7 | -3
O=C1COCC(=O)N1CCc1c[nH]c2ccccc12
→ 2 | -7 | -2 | · | -5 | 11 | -0.3 | -3 | -2.2 | -7
CC(=O)c1cccc(NC(=O)COC(=O)COc2ccc(Cl)cc2)c1
→ -3 | -4 | -1 | 93 | -1 | 0 | 1.0 | -5 | 0.0 | -4
Nc1ccc(C(CC(=O)O)n2cccc2)cc1 (stereo not drawn)
→ 1 | -3 | 0 | 107 | 5 | 12 | 3.4 | 0 | -2.4 | 20
C=CCn1c(SCC(=O)NNC(=O)Nc2ccc(C)cc2)nnc1-c1ccccc1
→ -1 | -7 | 2 | 108 | 4 | 8 | -0.8 | -1 | -1.6 | 6
Cc1cc(F)ccc1S(=O)(=O)Nc1ccc(C(=O)N2CCCCC2)cc1
→ 2 | 2 | -1 | 93 | -9 | 9 | -0.1 | 4 | -1.7 | 7
Cc1ccc2oc(-c3ccco3)cc(=O)c2c1
→ 8 | -9 | -3 | · | 8 | -4 | 1.6 | -1 | 0.8 | 14
OC1(c2cccc(C(F)(F)F)c2)CCN(c2ccc(-c3ccccc3)nn2)CC1
→ -2 | 2 | -2 | 82 | -1 | -36 | 0.1 | -4 | 6.6 | 0
Cn1c(O)c(N=NC(=O)C2COc3ccccc3O2)c2ccccc21 (stereo not drawn)
→ 0 | 0 | 5 | 103 | -2 | 6 | 0.4 | -5 | -1.3 | -13
O=C1c2ccccc2-c2nc3ncnn3c(-c3ccccc3Cl)c21
→ 3 | -16 | -3 | 109 | 3 | 6 | 1.1 | 4 | -1.1 | 4
COc1ccc(/C=N\NC(=O)c2ccccc2[N+](=O)[O-])cc1COc1c(F)c(F)c(F)c(F)c1F
→ 0 | 1 | -1 | 108 | -2 | -12 | -1.5 | 0 | 2.9 | 0
O=C(COC(=O)c1cc([N+](=O)[O-])ccc1NCCO)c1ccc(Cl)cc1
→ -1 | -5 | -1 | 89 | -3 | -12 | -0.4 | 3 | 1.9 | 0
Cc1cccc(Nc2nnc(-c3ccc(N4CCOCC4)c([N+](=O)[O-])c3)c3ccccc23)c1
→ -10 | -10 | -2 | 88 | -8 | -3 | 0.2 | -6 | 0.4 | -2
Oc1ccc(-c2cn3ccccc3n2)cc1O
→ 23 | -14 | 6 | 90 | 6 | -2 | 0.7 | 2 | 0.4 | 12
CCN1CCOC(CC(=O)Nc2cccc([N+](=O)[O-])c2)C1=O (stereo not drawn)
→ 1 | · | 2 | 104 | · | · | · | · | · | 11
CC1CCCCN1C(=O)CN1CCN(S(=O)(=O)c2ccc(Br)cc2Cl)CC1 (stereo not drawn)
→ 0 | -7 | 5 | · | -6 | 8 | 0.3 | -7 | -2.3 | -10
CC(C)CN(C(=O)C1CSC2(C)CCC(=O)N12)c1c(N)n(Cc2ccccc2)c(=O)[nH]c1=O (stereo not drawn)
→ -1 | -5 | 2 | 100 | -1 | 15 | 2.3 | -4 | -2.9 | -9
C=CCNC(=S)Nc1cccc([N+](=O)[O-])c1
→ 0 | -9 | -3 | 90 | 0 | 6 | -1.8 | 1 | -1.1 | -7
CCc1ccccc1NC(=O)C/C(C)=N/NC(=O)COc1ccccc1C
→ 3 | -4 | -4 | 97 | 6 | -10 | -0.4 | -5 | 1.4 | 2
CCCCOCCCn1cnc2c([nH]c3cc(OC)ccc32)c1=O
→ -2 | 3 | 2 | 97 | -1 | 13 | -1.1 | 4 | -3.2 | 3
CCc1ccccc1NC(=O)NNS(=O)(=O)c1cc(C)ccc1C
→ 5 | 0 | 2 | 105 | -3 | 20 | 1.5 | 3 | -3.6 | -1
CCOC(=O)N1CCN(C(=S)NC(=O)C23CC4CC(CC(C4)C2)C3)CC1
→ 2 | · | -1 | · | · | · | -0.9 | -2 | · | 1
COc1ccc(/C=N/NC(=O)CCn2cnc3ccccc32)cc1
→ -3 | · | -1 | 103 | · | · | 1.0 | -6 | · | 22
O=C(NCc1ccco1)c1cc(-c2cccs2)on1
→ · | 7 | -3 | 98 | -3 | 12 | -0.2 | -6 | -2.3 | 3
CC(C(=O)N1CCN(C(=O)c2ccco2)CC1)n1sc2ccccc2c1=O (stereo not drawn)
→ 2 | 3 | -2 | 106 | -6 | 3 | 0.2 | -1 | -0.5 | 19
CC1CCCCC1NC(=O)COc1cccnc1[N+](=O)[O-] (stereo not drawn)
→ -1 | -1 | 1 | 121 | -2 | 10 | -1.2 | 4 | -2.0 | 31
CCCN1CCC(=O)N([C@H](CO)c2ccccc2)CC1
→ -2 | -5 | 1 | 103 | 3 | 8 | 0.1 | 0 | -1.4 | 11
COc1ccc(/C=C/C(=O)c2ccc3c(c2)OCO3)c(OC)c1
→ 0 | -14 | -2 | 87 | -3 | 11 | 0.6 | 3 | -1.7 | 2
O=C(O)c1c2c(nc3ccccc13)/C(=C/c1c(F)cccc1F)CCC2
→ 0 | -15 | -3 | 123 | -9 | -6 | 0.5 | -1 | 0.8 | 0
CCCCn1c(N)c(N(CCC(C)C)C(=O)COC(=O)c2ccc(CC)cc2)c(=O)[nH]c1=O
→ -6 | -8 | -7 | 104 | -9 | -3 | -0.1 | -3 | 0.6 | 6
CN(CCOc1ccccc1)C(=O)CNC(=O)c1ccc(C(C)(C)C)cc1
→ 0 | -4 | 0 | 99 | -3 | 17 | 1.4 | 1 | -4.3 | 30
CCN1CCN(CC(=O)Nc2sc3c(c2C#N)CCC3)CC1
→ -2 | -16 | 5 | 113 | 2 | 11 | 7.8 | 0 | -2.3 | 3
CC(=O)/C=C/c1ccc(C)o1
→ -2 | 12 | -1 | 100 | 1 | 5 | 0.5 | -4 | -1.0 | 32
CCN(CC(=O)NCc1cccs1)C(=O)c1ccc(S(=O)(=O)Nc2ccccc2)cc1
→ -1 | -21 | 2 | 103 | -8 | -6 | -0.9 | -3 | 0.9 | 10
CC(C)(C)OC(=O)[C@H](Cc1ccccc1)NC(=O)c1nc[nH]c1C(=O)N[C@@H](Cc1ccccc1)C(=O)OC(C)(C)C
→ -11 | -7 | 2 | 104 | -2 | 11 | -1.9 | 3 | -2.5 | 33
CCc1ccc(NC(=O)N(CCOC)C2CCN(C(C)=O)CC2)cc1
→ · | 2 | 0 | 96 | 2 | 13 | 1.4 | 2 | -2.4 | 33

Quoted from the listing:
O=C(O)c1c2c(nc3ccccc13)/C(=C/c1c(F)cccc1F)CCC2 in Wnt act → 0
CCOC(=O)N1CCN(C(=S)NC(=O)C23CC4CC(CC(C4)C2)C3)CC1 in LANA DNA inh → -0.9

Following part:
Values run as follows: Wnt act | RTF Ca sens inh | V-ATPase pH | Pemphigus Ab inh | RTF Ca sens act | MOR-DOR inv ag | LANA DNA inh | Keap1-Nrf2 PPI | OPRM1-OPRD1 ag | Arrestin-AP2 inh
CCCSc1ccc([C@@H]2[C@H]3C(=O)N(C)C(=O)[C@H]3[C@]3(C(=O)OC)CCCN23)cc1OC
→ -2 | -2 | 0 | 117 | 3 | 14 | -0.3 | -5 | -2.5 | 10
O=C(c1ccc(=O)[nH]c1)N(Cc1cccs1)C1(C(=O)NC2CCCC2)CCCCC1
→ -9 | -4 | 1 | 102 | 6 | 2 | 3.5 | 0 | -0.4 | 31
C/C(=C\C(=O)c1sccc1Cl)N(C)C
→ 3 | 0 | 0 | 100 | -3 | 9 | -0.1 | 0 | -1.7 | -1
COc1ccc([C@@H]2CC=C(C(=O)O)[C@H](c3ccc(Br)cc3)N2S(=O)(=O)c2ccc(C)cc2)cc1OC
→ -1 | -15 | 0 | 105 | -7 | 1 | -0.7 | 0 | -0.3 | 20
CCOc1cc(CN2CCN(CCOCCO)CC2)ccc1OC
→ · | 4 | 2 | 98 | -3 | -6 | -1.1 | -1 | 1.0 | 3
CC(C)n1c(=S)[nH]c2scc(-c3cccs3)c2c1=O
→ 0 | 5 | 1 | 89 | -7 | 16 | 2.4 | 3 | -2.9 | 6
C[C@@H](C(O)c1ccccc1)N(C)C(=O)CCc1ccccc1 (stereo partly drawn)
→ 10 | 12 | 1 | 107 | -3 | 0 | -0.7 | -3 | -0.1 | 6
C/C(=N\N(c1ccccc1)c1ccccc1)c1ccc(N)cc1
→ 3 | 1 | 2 | 104 | 6 | -6 | -1.4 | -2 | 1.1 | -3
NC(=O)c1ccsc1NC(=O)Cc1ccc([N+](=O)[O-])cc1
→ 0 | -18 | 1 | 103 | 0 | 5 | 2.4 | -1 | -1.0 | 15
O=C(CCCCCNC(=O)N1CCn2c1nc1ccccc12)NCCc1ccccc1
→ 0 | -3 | 0 | 98 | -7 | · | 14 | 3 | · | -7
O=C(c1cccc(S(=O)(=O)N2CCOCC2)c1)N1CCOCC1
→ · | -7 | 1 | 102 | -2 | 9 | -0.1 | 6 | -1.8 | 8
COc1ccc(OCC(=O)N/N=C(\C)CC(=O)Nc2ccc(NC(C)=O)cc2)cc1
→ 4 | -7 | 3 | · | -5 | 7 | -1.2 | -2 | -1.2 | 10
Cc1noc(C)c1NC(=O)N(C)C[C@H]1Oc2ccc(NC(=O)NC(C)C)cc2C(=O)N([C@H](C)CO)C[C@H]1C
→ -1 | -1 | -1 | 97 | -6 | 2 | 0.4 | 3 | -0.3 | ·
